RNase H inhibition = RNase H inhibition, HIV 1 Gag Pol polyprotein, FRET biochemical assay, screening (AID 372); HIV-1 RT RNase H, FRET RNA/DNA substrate fluorescence; higher % means a stronger effect; one-dose inhibition, % at 10 µM; IC50 in µM for titrated hits; hit rate 0.77% among 100,000; in the data active = inhibition above about 50%
* marks the source's active call; other numbers are inactive results. Not all compounds are listed; rates above refer to the full screens.

SMILES	RNase H inhibition
COc1ccc(C2CC(=O)C3=C(C2)Nc2ccccc2NC3c2cccc(C(F)(F)F)c2)cc1OC (stereo not given)	8.0%
Cc1ccc(N(CC(=O)Nc2ccc(C(C)C)cc2)S(C)(=O)=O)cc1Cl	19.0%
COC(=O)c1ccc(NC(=O)c2ccc(OCC(C)C)cc2)cc1	6.0%
CCCCN(C)Cc1cccc(OC)c1OC	4.0%
COC(=O)c1cccc(-n2c(C)ccc2-c2ccccc2)c1	25.0%
O=S(=O)(c1ccc2ccccc2c1)N1CCN(C/C=C/c2ccccc2)CC1	4.0%
O=C(CCCN1C(=O)/C(=C/c2ccccc2Cl)SC1=S)Nc1ccc(O)cc1	25.0%
Cc1ccc(C)c(N=Cc2cc([N+](=O)[O-])ccc2O)c1	0.0%
COC(=O)C1=C(C)NC2=C(C(=O)CC(c3ccc(OC)cc3)C2)C1c1ccccc1Br (stereo not given)	10.0%
CC(=O)c1ccc(N2CCN(Cc3sccc3C)CC2)cc1	15.0%
O=C(N/N=C/c1ccc(O)c(O)c1)c1ccccn1	48.0%
CCOC(=O)c1c(C)nc(-c2ccccc2)nc1NC(=O)c1ccccc1	17.0%
CCc1nnc(NC(=O)c2cccc(Cl)c2Cl)s1	8.0%
N#CC1=C(N)Oc2n[nH]c(-c3ccccc3)c2C1C1CCCCC1 (stereo not given)	18.0%
CCOC(=O)c1c(C)[nH]c(=S)c(C#N)c1-c1ccccc1	0.0%
Cc1ccc(OCC(=O)Nc2ccccc2CO)cc1	7.0%
CC(C)c1ccc(NC(=O)CN(c2ccc(Oc3ccccc3)cc2)S(C)(=O)=O)cc1	5.0%
Cc1ccc(S(=O)(=O)Nc2ccccc2N=Cc2ccc3ccccc3c2O)cc1	13.0%
Cc1nnc(SCC(=O)N2c3ccccc3-c3c(ssc3=S)C2(C)C)s1	7.0%
CCOc1cc(/C=C2/C(=O)NC(=O)N(c3ccccc3)C2=O)cc(Br)c1O	14.0%
O=C1NC(=S)N(c2ccccc2)C(=O)/C1=C\c1ccc([N+](=O)[O-])s1	26.0%
CCOC(=O)CC(=O)c1c(C)[nH]c(C(=O)OCC)c1C	0.0%
O=C(O)CSCCS(=O)(=O)c1ccccc1	3.0%
Cc1cc(OCC(=O)Nc2cccc(-c3nc4ncccc4o3)c2C)cc(C)c1Cl	6.0%
Oc1ccc(/C=N/Nc2cc(N3CCCCC3)nc(N3CCCCC3)n2)c(O)c1	9.0%
O=[N+]([O-])c1cccc(C2C3CC=CC3c3cc([N+](=O)[O-])cc4c3N2CC2CC=CC42)c1 (stereo not given)	18.0%
CCCCN(CCCC)C(=O)c1ccccc1	0.0%
COc1cc(NS(=O)(=O)c2ccc(Nc3c([N+](=O)[O-])cc([N+](=O)[O-])c4nonc34)cc2)nc(OC)n1	13.0%
O=C1N/C(=N/S(=O)(=O)c2ccccc2)S/C1=C/c1ccc(O)cc1	24.0%
Cn1c(NC(=O)c2ccc(Cl)cc2[N+](=O)[O-])cc(=O)n(C)c1=O	0.0%

Compounds listed so far containing a nitro group on carbon, in the order listed:
SMILES	RNase H inhibition
Cc1ccc(C)c(N=Cc2cc([N+](=O)[O-])ccc2O)c1	0.0%
O=C1NC(=S)N(c2ccccc2)C(=O)/C1=C\c1ccc([N+](=O)[O-])s1	26.0%
O=[N+]([O-])c1cccc(C2C3CC=CC3c3cc([N+](=O)[O-])cc4c3N2CC2CC=CC42)c1 (stereo not given)	18.0%
COc1cc(NS(=O)(=O)c2ccc(Nc3c([N+](=O)[O-])cc([N+](=O)[O-])c4nonc34)cc2)nc(OC)n1	13.0%
Cn1c(NC(=O)c2ccc(Cl)cc2[N+](=O)[O-])cc(=O)n(C)c1=O	0.0%

Continuation:
SMILES	RNase H inhibition
O=C1C(C=NCCc2ccccc2)=C(O)c2ccccc21	12.0%
COC(=O)C1=C(C)N=c2s/c(=C\c3ccc(N(C)C)cc3)c(=O)n2C1c1ccccc1Cl (stereo not given)	15.0%
Cc1ccc2[nH]c(C)c(CC(=O)N/N=C/c3cccnc3)c2c1	2.0%
CCOc1ccc(C(=O)N2CCN(Cc3ccccc3)CC2)cc1OCC	3.0%
CCOC(=O)C1=C(C)N=c2s/c(=C\c3ccc(OCc4ccccc4Cl)c(OCC)c3)c(=O)n2C1c1ccc(C)cc1 (stereo not given)	4.0%
O=C(N/N=C/c1ccccc1Cl)c1cccc(Cl)c1	8.0%
O=[N+]([O-])c1ccccc1S(=O)(=O)N1CCN(c2ccccc2)CC1	0.0%
CCn1c(C(O)c2cc(OC)ccc2OC)nc2ccccc21 (stereo not given)	4.0%
CC1CCN(C(=O)c2ccccc2)CC1	0.0%
CC(=O)c1ccc(N2CCN(CCCCCCC=C(C)C)CC2)cc1	9.0%

A different layout for some results above:
| molecule | RNase H inhibition |
| --- | --- |
| O=[N+]([O-])c1ccccc1S(=O)(=O)N1CCN(c2ccccc2)CC1 | 0.0% |
| COC(=O)C1=C(C)N=c2s/c(=C\c3ccc(N(C)C)cc3)c(=O)n2C1c1ccccc1Cl (stereo not given) | 15.0% |
| CCOc1ccc(C(=O)N2CCN(Cc3ccccc3)CC2)cc1OCC | 3.0% |

The listing continues:
SMILES	RNase H inhibition
CCCCc1c(C)nc(N/N=C/c2ccc(OC)c(OC)c2)[nH]c1=O	0.0%
COc1ccccc1/C=C1\SC(=O)N(CCC(=O)Nc2ccc(S(=O)(=O)Nc3nccs3)cc2)C1=O	8.0%
Cc1[nH]n(-c2ccccc2)c(=S)c1C=Nc1ccc(I)cc1	4.0%
COc1c(Cl)cc(Cl)cc1/C=C1\SC(NC(C)=O)=NC1=O	9.0%
NS(=O)(=O)c1ccc(CNC2CC(=O)N(CCc3ccccc3)C2=O)cc1 (stereo not given)	9.0%
CCOC(=O)C(=CNc1ccc(C(=O)OC)cc1)C(=O)OCC	5.0%
Cc1ccc(S(=O)(=O)N(C)CCCC(=O)Nc2ccc(F)cc2)cc1	13.0%
C#CCOc1c(Br)cc(/C=C2\C(=O)NC(=O)N(c3cc(C)cc(C)c3)C2=O)cc1OC	7.0%
O=C(NC(c1ccccc1)c1ccccc1)c1cccnc1	15.0%
CC(C)(Cc1ccc(O)cc1)NC(=O)CC(=O)N/N=C/c1cc(C(C)(C)C)c(O)c(C(C)(C)C)c1	6.0%
O=C(Nc1ccc(F)cc1F)c1cnccn1	0.0%
O=C1CSC(=O)N1CNc1ccccc1Cl	6.0%
O=C(c1ccccc1)N1N=C(c2ccc3ccccc3c2)CC1c1ccccc1 (stereo not given)	0.0%
COCCOC(=O)C1=C(C)NC2=C(C(=O)CCC2)C1c1cccc([N+](=O)[O-])c1 (stereo not given)	0.0%
CCOc1ccc(NC(=O)Nc2nnc(-c3ccccc3SCc3ccccc3)s2)cc1	27.0%
CCCC(C)C(=O)Nc1ccccc1F (stereo not given)	9.0%
Cn1c(-c2cc3ccc(O)c(CN4CCOCC4)c3oc2=O)nc2ccccc21	1.0%
Cc1ccc(C)c(NC(=O)/C=C\C(=O)O)c1	4.0%
c1ccc(Oc2cccc(CN3CCC(N4CCCCC4)CC3)c2)cc1	8.0%
CCN(CC)CCCCOc1c(OC)cccc1OC	0.0%
CC(C)(C)N=CC(C=NC(C)(C)C)[N+](=O)[O-] (stereo not given)	0.0%
CN1C(=O)/C(=C\c2cccc(OCc3ccc(Cl)cc3Cl)c2)SC1=S	11.0%
N#CC(C#N)=C1C(=O)Nc2ccc(Br)cc21	29.0%
O=C1NC(=O)N(c2cccc(F)c2)C(=O)/C1=C/c1ccc(Sc2ccccc2)o1	0.0%
Oc1ccc(-c2csc(-c3c[nH]c4ccccc34)n2)cc1O	48.0%
N=C1/C(=C/c2ccccc2OCc2ccccc2)C(=O)N=C2SC(c3ccccc3)=NN12	22.0%
CCOc1cc(/C=C2/C(=O)NN(c3ccc(C)c(C)c3)C2=O)ccc1O	23.0%
C=C(C)Cn1c(SCC(=O)N/N=C/c2ccc(N(C)C)cc2)nc2ccccc2c1=O	11.0%
Cc1ccc(OCC(=O)Nc2cccc3nsnc23)c(C)c1	10.0%
COc1ccc(C)cc1NC(=O)C(C)Oc1ccc(Cl)cc1C (stereo not given)	22.0%

Laid out differently: results already given.
| Molecule | RNase H inhibition |
| --- | --- |
| Oc1ccc(-c2csc(-c3c[nH]c4ccccc34)n2)cc1O | 48.0% |
| N=C1/C(=C/c2ccccc2OCc2ccccc2)C(=O)N=C2SC(c3ccccc3)=NN12 | 22.0% |

(further entries)
SMILES	RNase H inhibition
COC(=O)c1cc(NC(C)=O)c(C)c(NC(C)=O)c1[N+](=O)[O-]	13.0%
Cc1nc2ccccc2c2nc3ccccc3n12	2.0%
CC1=C(C(=O)OCCc2ccccc2)C(c2ccc(Cl)cc2Cl)C2=C(CC(c3ccc(Cl)cc3)CC2=O)N1 (stereo not given)	7.0%
O=C(NC1CCCCCC1)C1CCN(Cc2ccccc2Cl)CC1	4.0%
CCOc1ccc(C=Nc2cccc3ncccc23)cc1	0.0%
CCCOc1ccccc1C1C2=C(CC(c3ccc(OC)cc3)CC2=O)Nc2ccccc2N1C(=O)C(F)(F)F (stereo not given)	5.0%
Cc1ccc(N(Cc2ccc(C(=O)Nc3cccc(Br)c3)cc2)S(C)(=O)=O)cc1C	8.0%
Cc1nc(-c2ccccc2)nc(N/N=C/c2ccc([N+](=O)[O-])cc2)c1C	6.0%
COc1ccc(/C=C/C(=O)Nc2nc(C)c(C)s2)cc1OC	3.0%
Cc1cc(N/N=C/c2ccc(Br)cc2)nc(-c2ccccc2)n1	0.0%
CCN(CC)CCCCCOc1ccc(OC)cc1	0.0%
CN(C)c1ccc(N=Cc2c(O)n(-c3ccccc3)c(=O)[nH]c2=O)cc1	2.0%
C/C(=N\Nc1ccc([N+](=O)[O-])cc1)c1ccc(F)cc1	15.0%
CC1=NN(c2ccc(Cl)c(C(=O)O)c2)C(=O)/C1=C\c1ccc(Cl)cc1	1.0%
COc1ccc(S(=O)(=O)Nc2ccc(C(N)=O)cc2)cc1	1.0%
O=C(NC(=S)Nc1cccc([N+](=O)[O-])c1)c1ccc(Cl)cc1	2.0%
CC(=O)c1cccc(NC(=O)/C(=C\c2cccnc2)NC(=O)c2ccc(C)cc2)c1	4.0%
CCOc1ccc(NS(=O)(=O)c2cc(-c3nnnn3C)ccc2OC)cc1	6.0%
O=C(NC12CC3CC(CC(C3)C1)C2)C1CC(=O)N(c2ccc(Br)cc2)C1 (stereo not given)	4.0%
CCc1c(C)sc(NC(=O)c2ccccc2Br)c1C(=O)OC	39.0%
O=C(Cc1ccc(F)cc1)NCC1CCCO1 (stereo not given)	5.0%
Cc1ccc(-c2nc3ccccc3s2)cc1NC(=O)C(C)C	20.0%
Nc1ccc(-c2ccc(S(=O)(=O)c3cccc(N)c3)cc2N)cc1	30.0%
CCOC(=O)c1c(NC(=O)c2ccc([N+](=O)[O-])cc2)sc2c1CCCCCC2	1.0%
CCSC1=N/C(=C\c2ccc3c(c2)OCO3)C(=O)S1	15.0%
NC(=S)N=Nc1c(O)[nH]c2c(Br)cc(Br)cc12	4.0%
COc1cccc(C2C(C(=O)Nc3ccccc3)=C(C)N=c3s/c(=C\c4ccc(N(C)C)o4)c(=O)n32)c1 (stereo not given)	21.0%
CSc1ccc(/C=N/NC(=O)COc2c(Br)cc(Br)cc2Br)cc1	3.0%
COc1ccc(/C=N/NS(=O)(=O)c2ccc(C(C)(C)C)cc2)c(OC)c1	6.0%
Cc1nc(-c2ccccc2)sc1C(=O)Nc1cccc2ccccc12	12.0%
Cc1ccc(C(=O)CSc2nc3ccccc3c(=O)[nH]2)cc1C	5.0%
Cc1ccc2c(c1)C(C)(c1ccccc1)CC(C)(C)N2C(=O)CN1C(=O)C2CCCCC2C1=O (stereo not given)	16.0%
COc1cc2ccccc2cc1C(=O)NC(=S)Nc1cccc(-c2nc3ccccc3s2)c1C	15.0%
Cc1[nH]n(-c2ccccc2)c(=O)c1C=O	8.0%
O=C(Nc1nnc(Cc2ccc([N+](=O)[O-])cc2)s1)Nc1ccc(Cl)cc1Cl	21.0%
O=C1/C(=C\c2cccnc2)CN(Cc2ccccc2)C/C1=C\c1cccnc1	13.0%
CCOc1cc(/C=C2/SC(=S)NC2=O)cc(Cl)c1OCc1ccc(Cl)c(Cl)c1	34.0%
CC(C)CNc1nc(-c2ccc(Cl)cc2)nc2ccccc12	7.0%
COCCCNC(=O)/C=C/c1ccc(C)cc1	1.0%
O=S(=O)(CCc1nc2ccccc2o1)c1ccc(Cl)cc1	3.0%
COc1ccccc1-c1coc2c(CN3CCN(C)CC3)c(O)ccc2c1=O	3.0%
COc1ccc(/C=C/C(=O)NCC2(c3ccccc3)CCOCC2)cc1OC	0.0%
COc1ccccc1CN/C(C)=C(/C#N)C(=O)NCc1ccccc1	10.0%
CC(/C=C/c1ccc2c(c1)OCO2)=N\NC(=O)COc1ccccc1[N+](=O)[O-]	5.0%
CCOC(=O)C1=C(C)N=c2s/c(=C\c3ccco3)c(=O)n2C1c1ccc(C)cc1 (stereo not given)	5.0%
COCCN1C(=O)/C(=C\c2ccc(Cl)cc2Cl)C(C(=O)OC)=C1C	17.0%
CCN(CC)CCCCCOc1ccccc1C	13.0%
Cc1ccccc1C(=O)NN1C(=O)/C(=C\c2ccc(N(C)C)cc2)SC1=S	20.0%
COc1cc(C(=O)Nc2c(C)cc(Br)cc2C)cc(OC)c1OC	11.0%
CC1(C)CC(=O)C2=C(C1)OC1=C(C(=O)CC(C)(C)C1)C2c1cc(Cl)ccc1O	0.0%
(cont.)
SMILES	RNase H inhibition
CCCc1ccccc1OCCNc1nc2c(c(=O)n(C)c(=O)n2C)n1C	11.0%
COc1ccccc1-c1c(C(F)(F)F)oc2cc(OC(=O)C(C)(C)C)ccc2c1=O	6.0%
COc1ccc(NC(=O)c2ccc(Br)o2)cc1OC	0.0%
Cc1ccc(S(=O)(=O)Nc2ccccc2C(=O)Nc2cccc3c2C(=O)c2ccccc2C3=O)cc1	0.0%
N#C/C(=C\c1cccc(OCc2ccccc2)c1)c1nc(-c2cccc([N+](=O)[O-])c2)cs1	12.0%
COc1ccccc1C(=O)NC(=S)Nc1ccc2nn(-c3ccc(C)cc3)nc2c1	3.0%
CCC(C)OC(=O)C1=C(C)NC(=O)NC1c1ccc(OCc2ccccc2)cc1 (stereo not given)	14.0%
